# Screening data: PubChem BioAssay, Sanford-Burnham Center for Chemical Genomics
# mIAP block = blocks mouse intestinal alkaline phosphatase. purified mouse IAP, CDP-Star luminescence, 30 min. inhibition, % at 10 µM. 330,000 tested, 0.2% active. AID 2806;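 active means inhibition of at least 40% at 10 µM in the primary screen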;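 further: plate controls were DMSO with enzyme for no effect and no enzyme wells for full effect; values of inactives mirror those of a sister screen read the other way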
# APOBEC3A inh = blocks human APOBEC3A ssDNA deamination; 330,000 tested, 0.41% active; recombinant A3A, FAM/TAMRA ssDNA deamination fluorescence; P31941; AID 493011; inhibition, % at 20 µM;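 active means at least 40% inhibition at 20 µM here, with at most 30% in a related deaminase screen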;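 further: plate controls were A3A with DMSO for no effect and wells lacking A3A enzyme for full effect; some results filed as inactive read as strong as hits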
# Target sequence (P31941 whole entry, looked up): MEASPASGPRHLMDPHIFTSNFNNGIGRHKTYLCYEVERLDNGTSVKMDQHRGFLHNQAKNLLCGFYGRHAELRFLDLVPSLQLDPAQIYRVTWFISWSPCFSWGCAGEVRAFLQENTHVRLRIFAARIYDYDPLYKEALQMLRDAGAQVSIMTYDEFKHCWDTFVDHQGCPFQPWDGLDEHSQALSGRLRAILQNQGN
# NLRP3 yeast inh = blocks the NALP3 inflammasome reconstituted in yeast; 330,000 tested, 0.39% active; AID 2825; Yeast reconstituted NLRP3/ASC/caspase-1, beta-gal luminescence, 24 h; inhibition, % at 10 µM;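 active means inhibition of 50% or more; inactive means inhibition below 50%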;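 further: plate controls were induced DMSO wells for no effect and uninduced yeast grown without galactose for full effect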
# A3G deaminase = APOBEC3G (human) deaminase inhibition; AID 493012; 330,000 tested, 0.28% active; inhibition, % at 20 µM; recombinant A3G, ssDNA deamination FAM/TAMRA fluorescence; Q9HC16;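 active means inhibition of at least 40% at 20 µM, with no more than 30% in the related APOBEC3A deaminase screen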;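 further: plate controls were DMSO wells with A3G for no effect and wells lacking A3G enzyme for full effect; some compounds called inactive have numbers as strong as hits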
# mIAP act = mouse IAP activation; muIAP, CDP-Star luminescence, 30 min; active compounds read high; 1 = vehicle-only enzyme signal, 0 = enzyme-free wells; 330,000 tested, 0.24% active; activation factor at 10 µM;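 active means activation factor of at least 2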; further: the source names both 10 and 20 µM as test concentration; values of inactives mirror those of a sister screen read the other way
#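 System: Mouse IAP enzyme | Also added: CDP-Star substrate | Dosing: Compounds dispensed in DMSO | Schedule: 30 min enzyme-substrate-compound incubation at room temperature | Technique: Chemiluminescence readout | Control set: DMSO-only wells and no-enzyme negative control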
# hIAP block = human IAP inhibition. P09923. purified IAP, CDP-Star luminescence, 30 min. inhibition, % at 10 µM. 330,000 tested, 0.12% active. AID 2544;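 active means inhibition reaching a set limit with compound at 10 µM in the primary screen, cut at about 35% in these data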;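 further: plate controls were DMSO wells with enzyme for no effect and no-enzyme buffer wells for full effect; values of inactives mirror those of a sister screen read the other way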
# Target sequence (P09923 whole entry, looked up): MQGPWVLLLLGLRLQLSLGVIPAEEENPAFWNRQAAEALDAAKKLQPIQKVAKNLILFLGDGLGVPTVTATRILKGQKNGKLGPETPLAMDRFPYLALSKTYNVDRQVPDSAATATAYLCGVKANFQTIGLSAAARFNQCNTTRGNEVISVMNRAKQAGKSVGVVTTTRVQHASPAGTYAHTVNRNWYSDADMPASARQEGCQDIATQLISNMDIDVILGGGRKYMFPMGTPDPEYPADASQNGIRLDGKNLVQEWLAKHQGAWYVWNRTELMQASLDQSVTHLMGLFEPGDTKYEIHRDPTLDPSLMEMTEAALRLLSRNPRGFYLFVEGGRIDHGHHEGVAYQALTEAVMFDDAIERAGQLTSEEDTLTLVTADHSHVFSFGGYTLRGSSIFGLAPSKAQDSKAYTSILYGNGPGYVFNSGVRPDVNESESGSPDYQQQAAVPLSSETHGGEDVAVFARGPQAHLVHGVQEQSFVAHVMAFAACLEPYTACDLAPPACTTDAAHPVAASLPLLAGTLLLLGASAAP
# MIN6 prolif = inducers of beta-cell replication in MIN6 cells | 330,000 tested, 0.29% active | AID 2380 | MIN6 cells proliferation, ATPlite luminescence, 48 h; cells starved in 0.2% serum; 100% = growth in 10% serum | proliferation, % at 10 µM;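 active means compounds whose signal lies at least 3.5 SD above the mean of all wells on their plate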;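 further: 0% = DMSO-treated cells in low-serum medium and 100% = 10% serum control; some compounds called inactive have numbers as strong as hits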
# TIM10 inh = inhibits growth of TIM10 yeast strain; inhibition, % at 10 µM; S. cerevisiae TIM10 strain growth, BacTiter-Glo luminescence, 24 h; 330,000 tested, 1.4% active; AID 463195;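 active means inhibition of 40% or more at the single tested concentration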;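 further: wild-type TIM10 isogenic control strain grown at permissive 25 °C; 0% = DMSO yeast wells and 100% = minimal medium wells without yeast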
# tim10-1 inh = tim10-1 yeast growth inhibition; inhibition, % at 20 µM; S. cerevisiae tim10-1 ts strain growth, BacTiter-Glo, 24 h; AID 463190; 330,000 tested, 2.2% active;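 active means inhibition of at least 40%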;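 further: mutant grown at 25 °C; 0% = DMSO wells with yeast and 100% = wells holding no yeast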
# * hit, by the source's call.
structure	mIAP block	APOBEC3A inh	NLRP3 yeast inh	A3G deaminase	mIAP act	hIAP block	MIN6 prolif	TIM10 inh	tim10-1 inh
COc1ccnc(N2CCN(c3ccc(Cl)cc3)CC2)c1C#N	3.0	-7.8	-3.9	-7.9	0.97	14.8	-1.2	18.1	9.6
C=CCNC(=O)C(=O)NCCCN1CCOCC1	3.3	-1.9	2.5	-11.5	0.967	8.6	-3.0	-7.5	-1.9
COc1ccc(-c2nc(C#N)c(N3CCCCC3)o2)cc1	-1.2	-3.6	32.3	-4.5	1.01	-4.2	-2.9	16.5	19.0
CCCOC1CCCN(Cc2nc(-c3ccc(C(=O)OC)cc3)no2)C1 (stereo not drawn)	0.0	-1.5	12.2	-4.5	1	6.4	-3.7	11.1	15.4
O=C(C(Cc1ccccc1)N1C(=O)C2C3CCC(C3)C2C1=O)N1CCCCC1 (stereo not drawn)	4.4	2.6	-0.7	0.4	0.956	11.0	-4.1	19.6	34.8
Cc1ccc(S(=O)(=O)N(C)C)cc1NC(=O)C1CCCCN1S(=O)(=O)c1ccccc1 (stereo not drawn)	-21.2	-0.6	10.1	-0.1	1.21	-6.0	-4.4	-3.8	23.9
COc1ccc(-n2c(C)cc(C(=O)COc3ccc(C)nc3[N+](=O)[O-])c2C)cc1	9.3	-4.3	6.0	-5.4	0.907	-4.9	-6.2	11.7	16.8
COC(=O)c1ccc(OC(=O)c2ccncc2)cc1O	0.4	-5.2	12.9	-6.4	0.996	19.3	-0.3	-3.1	10.6
Cc1ccc(C(=O)N2CCN(c3ccccc3O)CC2)cc1S(=O)(=O)N1CCCCC1	3.2	3.6	2.1	-1.1	0.968	10.3	-0.6	11.1	11.6
Cc1nn(C(C)C(=O)NCCc2ccco2)c(=O)c2nn(-c3ccccc3)c(C)c12 (stereo not drawn)	8.9	-6.6	9.2	-2.5	0.911	16.7	0.2	0.4	5.1
COc1ccccc1C(=O)N/C(=C/c1ccccc1)C(=O)Nc1ccc(C(=O)O)cc1	-0.5	3.9	18.0	-2.2	1	-7.0	0.9	20.6	-5.0
N#Cc1c(-c2ccc(F)cc2)nc2n(c1=O)CCS2	-2.5	-7.3	6.9	-4.1	1.02	-8.1	-1.1	-3.2	6.5
CSc1ccc(S(=O)(=O)Nc2ccc3c4c(cccc24)CC3)cc1	9.1	-1.5	2.9	-6.7	0.909	-0.6	-6.1	41.9*	29.6
Cn1c(=O)cc(OCCCC(=O)N2CCN(c3ccccn3)CC2)c2ccccc21	3.0	-2.1	10.2	-9.8	0.97	8.0	-0.3	13.5	19.5
O=C1C=C(Nc2ccc(O)cc2)CC(c2ccco2)C1 (stereo not drawn)	11.9	-0.8	4.9	-4.2	0.881	-10.7	-1.2	12.5	4.3
COc1ccc(N2CCN(C(=O)c3ccc(CS(=O)(=O)c4ccc(Br)cc4)o3)CC2)cc1	-0.5	3.8	13.7	-2.9	1	-2.2	-3.9	12.5	13.8
COc1cc(NC(=O)c2ccc(C(=O)c3ccccc3)cc2)cc(OC)c1OC	6.5	-0.1	16.8	-4.6	0.935	-5.7	3.3	4.3	-7.1
Cc1cc([N+](=O)[O-])ccc1-c1ccc(C2Nc3ccccc3C(=O)N2O)o1 (stereo not drawn)	12.6	1.3	8.8	0.8	0.874	-5.3	-5.1	41.3*	52.9*
O=c1cc(CSc2nnc(Nc3ccccc3)s2)nc2sccn12	-7.3	3.5	-0.7	-1.7	1.07	-6.5	1.0	-2.4	4.6
COc1ccc(OC)c(/C=N\NC(=O)c2ccc(COc3ccc(C)cc3[N+](=O)[O-])o2)c1	5.0	2.3	11.9	12.7	0.95	0.1	-3.5	-1.6	20.1
Cc1cc(Cl)ccc1C(=O)C1CCCN(C(=O)c2ccoc2)C1 (stereo not drawn)	2.4	4.1	10.5	-7.1	0.976	8.0	0.1	1.7	16.8
Brc1ccccc1OCCOCCOc1cccc2cccnc12	5.1	2.4	14.4	-1.9	0.949	21.1	0.3	7.4	29.7
O=C(CNC(=O)c1ccco1)NNC(=O)c1ccc(Br)cc1	4.8	-2.2	6.3	-6.9	0.952	19.0	3.0	2.9	-20.1
O=C(Cn1c(=O)oc2ccccc21)N1CCN(c2ccc(N3CCOCC3)nn2)CC1	6.8	-7.0	-3.4	-7.7	0.932	-0.3	5.8	1.5	10.8
CCOc1ccc(S(=O)(=O)Nc2ccc(C(=O)NCC(c3ccco3)N3CCCCC3)cc2)cc1 (stereo not drawn)	7.2	-5.0	25.5	8.3	0.928	-25.6	-1.9	-10.5	1.1
CC1(C(=O)NC2CCCC2)CCC(=O)N1Cc1ccc2c(c1)OCO2 (stereo not drawn)	13.2	-2.4	3.8	-6.2	0.868	26.5	0.7	-2.2	9.3
CCCNC(=O)c1onc(CSc2ccccc2)c1C(=O)NCCC	2.0	-1.0	8.8	-2.3	0.98	-2.3	0.3	2.6	4.5
CC1=C(C(=O)OCc2ccc3c(c2)OCO3)C(c2ccc(Cl)cc2)NC(=O)N1 (stereo not drawn)	-7.8	-8.9	17.9	-4.8	1.08	-6.9	-2.9	25.6	23.0
CCOC(=O)c1ccc(NC(=O)c2ccnn2C)cc1	-3.3	-0.6	21.8	-6.1	1.03	-13.4	0.3	12.3	2.3
O=C(Nc1ccc2c(c1)nc1n2CCCCC1)c1cc(S(=O)(=O)N2CCOCC2)ccc1Cl	3.6	0.2	-0.2	-3.7	0.964	13.4	-0.8	7.5	9.8

# An excerpt from above in order of their number in NLRP3 yeast inh, ascending.
smiles	NLRP3 yeast inh
O=C(C(Cc1ccccc1)N1C(=O)C2C3CCC(C3)C2C1=O)N1CCCCC1 (stereo not drawn)	-0.7
O=C(Nc1ccc2c(c1)nc1n2CCCCC1)c1cc(S(=O)(=O)N2CCOCC2)ccc1Cl	-0.2
COc1ccccc1C(=O)N/C(=C/c1ccccc1)C(=O)Nc1ccc(C(=O)O)cc1	18.0

# Other structures:
structure	mIAP block	APOBEC3A inh	NLRP3 yeast inh	A3G deaminase	mIAP act	hIAP block	MIN6 prolif	TIM10 inh	tim10-1 inh
CCN(CC)S(=O)(=O)c1ccc(OC)c(NC(=O)CCc2c(C)noc2C)c1	-17.6	8.8	-4.0	-2.7	1.18	-2.1	-0.9	3.6	3.9
Cc1[nH]n(-c2ccc(Cl)cc2)c(=O)c1C=NC12CN3CN(CN(C3)C1)C2	-5.3	1.6	1.9	-0.5	1.05	-5.0	0.0	-0.3	6.5
CCOC(=O)C1CCN(C(=O)Cn2cnc3sc(C)c(S(=O)(=O)N4CCCCC4)c3c2=O)CC1	-9.6	1.4	6.3	-3.5	1.1	-12.7	0.5	-15.3	11.8
CCn1cc(C(=O)Nc2ccc(Cl)cc2Cl)cn1	-6.4	1.8	33.5	2.8	1.06	11.1	-1.5	-23.1	3.8
O=C(OCc1cccc(Cl)c1)c1cc([N+](=O)[O-])ccc1N1CCOCC1	14.6	-1.0	27.5	-5.1	0.854	-5.0	-0.6	-11.2	2.1
Cc1ccc(-c2nc(CN3CCN(C(=O)C4CCCO4)CC3)cs2)cc1 (stereo not drawn)	-11.4	2.8	4.1	5.4	1.11	9.0	-2.9	-0.9	6.8
CCNC(=O)C(=O)N1CCC2(CC1)OCCN2S(=O)(=O)c1ccc(C)cc1	4.6	-0.2	-0.6	-4.3	0.954	-1.6	-2.0	3.1	7.3
CCC(=O)Oc1ccc(C(=O)Nc2ccc3c(c2)OCO3)cc1	-1.2	-1.7	-6.0	-3.4	1.01	-1.7	-2.0	7.9	7.1
COc1ccccc1NC(=O)CCCN1C(=O)C(c2ccccc2)Oc2cccnc21 (stereo not drawn)	6.6	0.0	-3.5	-0.6	0.934	-32.9	12.6*	-8.2	21.6
Cc1cc(=O)[nH]c(N/N=C/c2cc(C)n(-c3ccccc3)c2C)n1	-10.8	-3.8	3.1	-4.3	1.11	-32.6	-0.4	-4.5	3.3
C=CCN(c1ccccc1)S(=O)(=O)c1ccc2[nH]cc(C(=O)NCCOC)c(=O)c2c1	3.0	-5.0	1.0	-12.0	0.97	0.7	-2.0	8.7	-9.6
Cc1c(Br)c(=O)oc2c(Br)c(O)ccc12	5.4	1.0	-8.1	-2.1	0.946	-1.8	1.2	17.3	28.8
Cc1ccc(Oc2ncnc3sccc23)cc1	5.1	-0.9	-11.9	-3.0	0.949	-8.4	0.9	15.6	18.0
Cc1cccc(OCCC(=O)OCC(=O)N2CCc3ccccc32)c1	-4.1	2.2	10.6	2.8	1.04	11.7	0.0	2.9	14.5
Cc1ccc(S(=O)(=O)Nc2ccc3c4c(cccc24)CC3)c(C)c1	-9.5	-6.9	-5.5	-9.8	1.09	4.8	-3.7	0.5	4.3
CCC1(C)NC(=O)N(CC(=O)NCC(=O)Nc2c(C)cc(C)cc2C)C1=O (stereo not drawn)	-11.8	-0.2	17.8	-7.7	1.12	-6.0	-1.3	0.6	-13.3
Cc1ccn(C(CC(=O)c2ccc(Br)cc2)C(=O)O)n1 (stereo not drawn)	6.6	1.9	7.1	12.0	0.934	-2.1	0.2	-8.0	4.9
Cc1ccc(NC(=S)Nc2cccc(S(=O)(=O)Nc3c(C)n(C)n(-c4ccccc4)c3=O)c2)cc1	7.6	6.1	1.7	0.4	0.924	1.5	-2.8	6.0	22.3
Cc1cc([N+](=O)[O-])nn1CC(=O)N1CCOCC1	-0.5	0.2	16.9	-1.2	1	-15.8	-1.6	-2.2	-7.0
COc1ccc(NC(=S)Nc2ccc3nsnc3c2)cc1	8.6	2.1	8.8	1.9	0.914	-22.8	-3.6	20.3	22.8
COc1ccccc1NC(=O)COc1ccc(/C=N/NC(=O)c2cccnc2)cc1	-0.4	1.4	6.6	-3.3	1	-11.9	-0.3	6.9	16.3
COc1ccc(-c2cc3nc(C4CCN(C(=O)OC(C)(C)C)CC4)c(C(=O)O)cn3n2)cc1	10.0	2.4	14.5	0.1	0.9	0.5	3.5	10.2	6.7
CC1(C)C(CSc2nc3ccccc3[nH]2)C1(Cl)Cl (stereo not drawn)	-14.4	-6.4	30.3	-4.8	1.14	-17.8	-0.1	34.7	45.4*
C#CCOCCOCCOCCNc1nc(N2CCN(C(=O)[C@H]([C@@H](C)CC)n3cc([C@@H](N)CC(C)C)nn3)CC2)nc(N2CCN(C(=O)[C@H](Cc3cc4ccccc4[nH]3)n3cc([C@@H](N)Cc4ccc(O)cc4)nn3)CC2)n1	-63.1	0.8	19.1	-1.2	1.63	6.1	-3.8	6.2	15.7
Cc1cc(NC(=O)CSc2cn(C)c3ccccc23)no1	5.3	-7.3	18.2	-11.4	0.947	-0.1	-1.1	-4.3	3.6
CC(C)c1ccc2c(c1)C(=O)NC(C)(C)C2	11.1	1.0	8.4	-1.5	0.889	8.2	-4.3	2.9	1.0
OC1(C(F)(F)F)CC(c2ccc3ccccc3c2)=NO1 (stereo not drawn)	-5.9	-3.2	1.7	-6.4	1.06	-34.5	0.2	13.4	28.9
C=CCNC(=O)C1CC(=O)N(c2ccc(OCc3ccc(F)cc3)cc2)C1 (stereo not drawn)	0.3	-0.4	9.0	-5.8	0.997	20.2	-2.7	7.2	15.4
COc1ccc(S(=O)(=O)N(CC(=O)NCCCN(C)C)c2ccc(C)cc2)cc1OC	8.7	-2.5	18.6	-6.7	0.913	-10.4	5.3	-7.0	10.9
